Compound activity from PubChem.
SENP1 inh = human SENP1 catalytic domain inhibitors, primary screen, biochemical, FRET, uHTS | hit rate 0.21% among 360,000 | Sentrin-specific protease 1 (Homo sapiens), Q9P0U3 | inhibition, % at 10 µM | AID 624204, 2012 | recombinant SENP1 catalytic domain, CyPet-SUMO1-YPet FRET cleavage;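 active = inhibition at least 30% at 10 µM, raw YFP signal under a set limit, fluorescence ratio 0.5 to 1.5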;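 note: 0% = enzyme with DMSO and 100% = no enzyme wells; some results filed as inactive read as strong as hits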
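Material – human SENP1 catalytic domain · Input – SENP1 enzyme, 20 pM final · Compound dosing – single concentration of 10 µM compound, 0.5% DMSO final · Timing – enzyme reaction for 50 min at room temperature, dark · Measured by – FRET fluorescence in CFP and YFP emission channels · Control set – no-enzyme wells low, DMSO-plus-enzyme wells high control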
SENP6 inh = SENP6 protease inhibitors, primary screen, biochemical, luminescence, uHTS. Sentrin-specific protease 6 (Homo sapiens), Q9GZR1. hit rate 1.8% among 330,000. inhibition, % at 10 µM. Recombinant SENP6 catalytic domain, aminoluciferin luminescence;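 active = inhibition above about 50% at the single tested dose, limit read from the data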;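 note: plate controls were DMSO wells with enzyme for no effect and DMSO wells lacking enzyme for full effect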
Target sequence (Q9GZR1 628-1112 limits assumed): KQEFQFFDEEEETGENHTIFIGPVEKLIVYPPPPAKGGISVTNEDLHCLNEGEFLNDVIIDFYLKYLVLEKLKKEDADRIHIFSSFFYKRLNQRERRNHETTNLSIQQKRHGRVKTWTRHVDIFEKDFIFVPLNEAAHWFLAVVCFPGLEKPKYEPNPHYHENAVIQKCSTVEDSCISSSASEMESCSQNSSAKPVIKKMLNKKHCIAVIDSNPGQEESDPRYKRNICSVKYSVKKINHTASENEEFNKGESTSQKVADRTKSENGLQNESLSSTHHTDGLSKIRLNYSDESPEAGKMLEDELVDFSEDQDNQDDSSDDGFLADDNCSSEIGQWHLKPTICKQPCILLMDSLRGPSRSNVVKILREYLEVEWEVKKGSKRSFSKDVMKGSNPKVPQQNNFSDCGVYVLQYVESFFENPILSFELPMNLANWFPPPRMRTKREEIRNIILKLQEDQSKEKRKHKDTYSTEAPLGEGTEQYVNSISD
SENP8 block-1 = human SENP8 protease inhibitors, primary screen, biochemical, fluorescence, Nedd8 protein substrate, uHTS; recombinant SENP8; hit rate 0.64% among 360,000; inhibition, % at 20 µM; Sentrin-specific protease 8 (Homo sapiens), Q96LD8; AID 602440, 2012; in the data active = inhibition mostly above about 40%, no sharp cut-off; inactive = mostly below about 27%
APOBEC3G inh = APOBEC3G DNA deaminase inhibitors, primary screen, biochemical, fluorescence, single-stranded DNA substrate, uHTS | recombinant A3G, ssDNA deamination FAM/TAMRA fluorescence | hit rate 0.28% among 330,000 | DNA dC->dU-editing enzyme APOBEC-3G (Homo sapiens), Q9HC16 | inhibition, % at 20 µM | AID 493012, 2011;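 active = inhibition of at least 40% at 20 µM, with no more than 30% in the related APOBEC3A deaminase screen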;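 note: plate controls were DMSO wells with A3G for no effect and wells lacking A3G enzyme for full effect; some compounds called inactive have numbers as strong as hits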
Target sequence (Q9HC16 whole entry, looked up): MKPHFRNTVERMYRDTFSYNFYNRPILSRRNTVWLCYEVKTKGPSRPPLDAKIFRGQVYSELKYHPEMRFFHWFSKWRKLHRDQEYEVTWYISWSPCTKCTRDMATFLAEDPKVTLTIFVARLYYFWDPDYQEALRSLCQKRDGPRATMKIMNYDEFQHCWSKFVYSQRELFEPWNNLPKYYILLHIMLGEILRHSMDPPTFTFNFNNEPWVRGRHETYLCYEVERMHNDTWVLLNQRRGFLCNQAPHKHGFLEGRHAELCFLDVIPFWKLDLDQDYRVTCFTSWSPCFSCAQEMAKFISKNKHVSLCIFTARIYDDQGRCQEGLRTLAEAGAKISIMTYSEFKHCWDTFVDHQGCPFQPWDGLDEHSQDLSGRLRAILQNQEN
UBC13 polyUb = UBC13 polyubiquitin chain formation inhibitors, primary screen, biochemical, TR-FRET, uHTS. inhibition, % at 20 µM. hit rate 0.47% among 330,000; in the data active = inhibition above about 45%, passing the limit was not always enough
Target sequence (P61088 whole entry, looked up): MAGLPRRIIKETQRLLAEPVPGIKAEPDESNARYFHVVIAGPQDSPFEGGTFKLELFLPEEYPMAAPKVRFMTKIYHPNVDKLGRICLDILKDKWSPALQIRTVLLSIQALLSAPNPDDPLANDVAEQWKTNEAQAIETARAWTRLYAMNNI
Apaf1 inhib = inhibitors of human Apaf-1 apoptosome, primary screen, biochemical, DEVD-Rh110 fluorescence, uHTS | inhibition, % at 20 µM | reconstituted apoptosome caspase-3 activity | AID 489030, 2010 | hit rate 0.71% among 330,000 | Apoptotic protease-activating factor 1 (Homo sapiens), O14727; active = inhibition of at least 40% at 20 µM;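 note: plate controls were DMSO wells for no effect and DEVD-CHO caspase inhibitor wells for full effect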
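Material: reconstituted apoptosome with Apaf-1, cytochrome c, caspase-9, procaspase-3, dATP; medium: pH 7.5 Hepes buffer with CHAPS, BSA, DTT; also added: cytochrome c and DEVD-Rh110 substrate; timing: 30 min plus 50 min, RT; signal: Rh110 fluorescence intensity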
SENP7 block = SENP7 protease inhibitors, primary screen, biochemical, luminescence, uHTS; Sentrin-specific protease 7 (Homo sapiens), Q9BQF6; recombinant SENP7, Z-RLRGG-aminoluciferin luminescence, 40 min; inhibition, % at 5 µM; hit rate 1.5% among 330,000; AID 434973, 2010;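 active = inhibition above about 50% at the single test dose, limit read from the data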;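 note: plate controls were DMSO with enzyme for no effect and no enzyme buffer wells for full effect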
SENP8 block-2 = SENP8 protease inhibitors, primary screen, biochemical, luminescence. hit rate 1.2% among 330,000. purified SENP8, Z-RLRGG-aminoluciferin cleavage. Sentrin-specific protease 8 (Homo sapiens), Q96LD8. AID 2540, 2010. inhibition, % at 10 µM; in the data active = inhibition above about 50%
Numbers without * were called inactive.

Screening CC(=O)c1ccc(NC(=O)C(C)OC(=O)C2CC(=O)N(c3ccc4c(c3)OCCO4)C2)cc1 (stereo not drawn) returned SENP1 inh 0, SENP6 inh -25, SENP8 block-1 21, APOBEC3G inh -4, UBC13 polyUb -5, Apaf1 inhib -8, SENP7 block -2 and SENP8 block-2 1.
For CCCC(=O)C1=C(O)C(C(=O)OC)C(C)(C)CC1=Nc1ccccc1 (stereo not drawn) the results were SENP1 inh 0, SENP6 inh -5, SENP8 block-1 20, APOBEC3G inh -1, UBC13 polyUb 0, Apaf1 inhib 4, SENP7 block -4 and SENP8 block-2 2.
`Cn1c2cc(Br)sc2c2cnn(Cc3c(F)cccc3Cl)c(=O)c21` gave SENP1 inh -1, SENP6 inh -14, SENP8 block-1 0, APOBEC3G inh -2, UBC13 polyUb -7, Apaf1 inhib 15, SENP7 block 7 and SENP8 block-2 -4.
`CCP(=O)(c1ccccc1)C(C)(C)O` (stereo not drawn) gave SENP1 inh 0, SENP6 inh -8, SENP8 block-1 16, APOBEC3G inh -6, UBC13 polyUb 1, Apaf1 inhib 7, SENP7 block 3 and SENP8 block-2 -4.
`CCOc1ccc(NC(=O)CN(C)C(=O)Cc2sc(C)nc2-c2ccc(F)cc2)cc1OCC` gave SENP1 inh -2, SENP6 inh -12, SENP8 block-1 -1, APOBEC3G inh 2, UBC13 polyUb 2, Apaf1 inhib 10, SENP7 block 11 and SENP8 block-2 3.
COc1ccc(-c2noc(C(C)NC(=O)c3ccco3)n2)cc1OC (stereo not drawn) was read as SENP1 inh 0, SENP6 inh -12, SENP8 block-1 7, APOBEC3G inh -1, UBC13 polyUb 5, Apaf1 inhib 2, SENP7 block -4 and SENP8 block-2 1.
`CSc1cccc(NC(=O)CCCNC(=O)c2ccc(Cl)cc2)c1` gave SENP1 inh 2, SENP6 inh -12, SENP8 block-1 10, APOBEC3G inh -9, UBC13 polyUb 9, Apaf1 inhib 9, SENP7 block -57 and SENP8 block-2 -1.
Screening O=C(Nc1ccnn1C1CCN(Cc2c(F)cccc2Cl)CC1)C1CCCC1 returned SENP1 inh -1, SENP6 inh 4, SENP8 block-1 6, APOBEC3G inh -9, UBC13 polyUb 7, Apaf1 inhib -2, SENP7 block 1 and SENP8 block-2 2.
For CCc1ccc(-c2nc(SCC(=O)c3c(N)n(C)c(=O)n(C)c3=O)n[nH]2)cc1 the results were SENP1 inh 0, SENP6 inh -27, SENP8 block-1 0, APOBEC3G inh 38, UBC13 polyUb -11, Apaf1 inhib 0, SENP7 block 3 and SENP8 block-2 6.
O=C(Nc1ccc(N2CCOCC2)cc1)c1ccc(Cl)nc1 was read as SENP1 inh 1, SENP6 inh 11, SENP8 block-1 20, APOBEC3G inh -1, UBC13 polyUb -2, Apaf1 inhib 2, SENP7 block 9 and SENP8 block-2 -2.
`CS(=O)(=O)c1ccc(CNC(=O)[C@]2(C(F)(F)F)C[C@H](CCc3ccccc3)CCCO2)cc1` gave SENP1 inh 3, SENP6 inh 0, SENP8 block-1 27, APOBEC3G inh -11, UBC13 polyUb 12, Apaf1 inhib 6, SENP7 block 5 and SENP8 block-2 2.
Screening CNC(=S)N(CCc1c(C)[nH]c2ccc(C)cc12)Cc1cc(OC)c(OC)c(OC)c1 returned SENP1 inh 0, SENP6 inh -5, SENP8 block-1 5, APOBEC3G inh -8, UBC13 polyUb 8, Apaf1 inhib 6, SENP7 block -3 and SENP8 block-2 1.
For Nc1nonc1-n1nnc(C(=O)N/N=C/c2c(Cl)cccc2Cl)c1CSC1=NCCS1 the results were SENP1 inh 2, SENP6 inh 7, SENP8 block-1 5, APOBEC3G inh -6, UBC13 polyUb 1, Apaf1 inhib -21, SENP7 block 7 and SENP8 block-2 6.
O=C(Cc1cn2ccsc2n1)Nc1cccc2cnccc12 was read as SENP1 inh -3, SENP6 inh -6, SENP8 block-1 -29, APOBEC3G inh -10, UBC13 polyUb 5, Apaf1 inhib -3, SENP7 block -2 and SENP8 block-2 1.
`COc1cc(NC(=O)c2csc3c2CCCC3)ncn1` gave SENP1 inh 0, SENP6 inh 61*, SENP8 block-1 12, APOBEC3G inh -7, UBC13 polyUb 10, Apaf1 inhib -6, SENP7 block -1 and SENP8 block-2 47.
`O=C(CSc1nnc(-c2ccncc2)o1)Nc1cccc(F)c1` gave SENP1 inh -2, SENP6 inh -7, SENP8 block-1 11, APOBEC3G inh -1, UBC13 polyUb 6, Apaf1 inhib -3, SENP7 block -9 and SENP8 block-2 -6.
For COc1ccc(CN2C(=O)C(C)N(C(=O)c3c(F)cccc3F)c3ccccc32)cc1 (stereo not drawn) the results were SENP1 inh 2, SENP6 inh 13, SENP8 block-1 22, APOBEC3G inh 4, UBC13 polyUb 2, Apaf1 inhib 19, SENP7 block 4 and SENP8 block-2 5.
For CC1(C)CC(=O)C2=C(C1)NC(SCC(=O)Nc1ccccc1)=C(C#N)C2c1ccco1 (stereo not drawn) the results were SENP1 inh -19, SENP6 inh -6, SENP8 block-1 -96, APOBEC3G inh -5, UBC13 polyUb 6, Apaf1 inhib 8, SENP7 block 5 and SENP8 block-2 -3.
Screening C=CCNC(=O)Nc1ccc2nc(C)sc2c1 returned SENP1 inh -54, SENP6 inh -7, SENP8 block-1 -77, APOBEC3G inh -6, UBC13 polyUb -1, Apaf1 inhib 13, SENP7 block 0 and SENP8 block-2 -7.
COc1ccc(OC)c(CCNC(=O)CC2(CC3=NS(=O)(=O)c4ccccc4N3)CCCC2)c1 was read as SENP1 inh 0, SENP6 inh -10, SENP8 block-1 17, APOBEC3G inh 1, UBC13 polyUb 7, Apaf1 inhib 16, SENP7 block 0 and SENP8 block-2 -3.
For CC(C)CC1Nc2ncnc(N3CCOCC3)c2N(Cc2ccc(Br)cc2)C1=O (stereo not drawn) the results were SENP1 inh -1, SENP6 inh -7, SENP8 block-1 -1, APOBEC3G inh -6, UBC13 polyUb -8, Apaf1 inhib 9, SENP7 block 9 and SENP8 block-2 -6.
`S=C(NCCCN1CCOCC1)Nc1ccc(Nc2ccccc2)cc1` gave SENP1 inh -2, SENP6 inh -5, SENP8 block-1 12, APOBEC3G inh -4, UBC13 polyUb -9, Apaf1 inhib 2, SENP7 block -4 and SENP8 block-2 -1.
CCn1c(=O)c(C(=O)NNS(=O)(=O)c2ccc(NC(=O)OC)cc2)c(O)c2ccccc21 was read as SENP1 inh 1, SENP6 inh -17, SENP8 block-1 -21, APOBEC3G inh -8, UBC13 polyUb 5, Apaf1 inhib 9, SENP7 block -2 and SENP8 block-2 -9.
O=C(O)CSc1nnc2n(-c3ccccc3)c(=O)c3ccccc3n12 was read as SENP1 inh 0, SENP6 inh -13, SENP8 block-1 7, APOBEC3G inh -5, UBC13 polyUb -1, Apaf1 inhib -9, SENP7 block 1 and SENP8 block-2 -2.
O=C(NCc1ccncc1)C(=O)NCC1OCCN1S(=O)(=O)c1ccc(F)cc1 (stereo not drawn) was read as SENP1 inh -2, SENP6 inh -3, SENP8 block-1 4, APOBEC3G inh 1, UBC13 polyUb 3, Apaf1 inhib 8, SENP7 block -3 and SENP8 block-2 1.
`Cc1cc(C)cc(NC(=O)C(C)N2C(=O)c3ccccc3C2=O)c1` (stereo not drawn) gave SENP1 inh -1, SENP6 inh 2, SENP8 block-1 11, APOBEC3G inh -4, UBC13 polyUb -4, Apaf1 inhib -1, SENP7 block 7 and SENP8 block-2 -1.
O=C(Nc1sc2c(c1C(=O)NCC(O)CO)CCCC2)c1ccccc1 (stereo not drawn) was read as SENP1 inh 0, SENP6 inh 3, SENP8 block-1 -21, APOBEC3G inh 0, UBC13 polyUb -2, Apaf1 inhib 3, SENP7 block 0 and SENP8 block-2 -2.
Screening COc1ccc(COC[C@H](C)[C@H](O)[C@@H](C)[C@H]2OC(=O)[C@@H]2C)cc1 returned SENP1 inh 0, SENP6 inh -12, SENP8 block-1 22, APOBEC3G inh -11, UBC13 polyUb -9, Apaf1 inhib -5, SENP7 block 5 and SENP8 block-2 -10.
Cc1ccc(CN(Cc2ccco2)S(=O)(=O)c2ccc(S(=O)(=O)NCC3CCCO3)cc2)cc1 (stereo not drawn) was read as SENP1 inh 1, SENP6 inh -3, SENP8 block-1 22, APOBEC3G inh -4, UBC13 polyUb 11, Apaf1 inhib 17, SENP7 block 1 and SENP8 block-2 2.
Cc1ccc(C(=O)NCCNS(=O)(=O)c2ccccc2)cn1 was read as SENP1 inh 2, SENP6 inh 10, SENP8 block-1 3, APOBEC3G inh -10, UBC13 polyUb 4, Apaf1 inhib -2, SENP7 block -3 and SENP8 block-2 4.
For O=C(NCc1ccco1)c1cc(S(=O)(=O)NC2CC2)ccc1Br the results were SENP1 inh -1, SENP6 inh 4, SENP8 block-1 12, APOBEC3G inh -2, UBC13 polyUb 0, Apaf1 inhib 0, SENP7 block 9 and SENP8 block-2 6.
`C=CCOc1ccc(C2NC(=S)NC(C)=C2C(=O)c2ccccc2)cc1OC` (stereo not drawn) gave SENP1 inh -5, SENP6 inh -7, SENP8 block-1 -2, APOBEC3G inh -6, UBC13 polyUb -4, Apaf1 inhib 5, SENP7 block 4 and SENP8 block-2 -8.
`COc1ccc(CCn2c(-c3cccc([N+](=O)[O-])c3)nc3nc4ccccc4nc32)cc1OC` gave SENP1 inh -3, SENP6 inh 3, SENP8 block-1 9, APOBEC3G inh 4, UBC13 polyUb 5, Apaf1 inhib 1, SENP7 block -4 and SENP8 block-2 -6.
For CC(C)OCCCNc1nc2c(-c3ccccc3)nnn2c2ccccc12 the results were SENP6 inh 3, APOBEC3G inh 1, UBC13 polyUb 46*, Apaf1 inhib 12, SENP7 block 6 and SENP8 block-2 2.
For Cc1ccc(CCNS(=O)(=O)c2c(C)nc3sccn3c2=O)cc1 the results were SENP1 inh 1, SENP6 inh -6, SENP8 block-1 -272, APOBEC3G inh -2, UBC13 polyUb 1, Apaf1 inhib -6, SENP7 block 7 and SENP8 block-2 -2.
`O=C(CSc1nc2ccccc2c(=O)n1Cc1ccco1)N1CCN(c2ccccc2)CC1` gave SENP1 inh 2, SENP6 inh 0, SENP8 block-1 -1, APOBEC3G inh -3, UBC13 polyUb 12, Apaf1 inhib 28, SENP7 block 2 and SENP8 block-2 5.
`O=S(=O)(NCc1ccc2c(c1)OCO2)c1ccc(F)cc1` gave SENP1 inh -2, SENP6 inh -5, SENP8 block-1 11, APOBEC3G inh -1, UBC13 polyUb -4, Apaf1 inhib 8, SENP7 block 9 and SENP8 block-2 4.

Reprinted at random: 2 compounds from above.
`C=CCOc1ccc(C2NC(=S)NC(C)=C2C(=O)c2ccccc2)cc1OC` (stereo not drawn) gave SENP1 inh -5, SENP6 inh -7, SENP8 block-1 -2, APOBEC3G inh -6, UBC13 polyUb -4, Apaf1 inhib 5, SENP7 block 4 and SENP8 block-2 -8.
For O=C(NCc1ccco1)c1cc(S(=O)(=O)NC2CC2)ccc1Br the results were SENP1 inh -1, SENP6 inh 4, SENP8 block-1 12, APOBEC3G inh -2, UBC13 polyUb 0, Apaf1 inhib 0, SENP7 block 9 and SENP8 block-2 6.
